# Assay outcomes deposited in PubChem BioAssay by National Center for Advancing Translational Sciences (NCATS).
# SMN2 splice up: increases expression of the SMN2 splice variant; HEK293 SMN2-luciferase splicing reporter, luminescence, 30-36 h; Potency, µM (titrated, usually from 46.1 µM), inactives show at the highest dose activity change, positive = activation, most hits filed as activators; 210,000 compounds, 2.8% hits; AID 1458; note: % of control where 0% means no effect; nearly all actives have a fitted effect of over 55% in size
#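 qHTS luciferase splicing reporter: luminescence rises when SMN2 exon 7 is included in transfected HEK293 cells. Compound exposure lasted 30-36 h at 37C, with 4.5 mM final sodium butyrate as control, followed by a ONE-Glo read.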
# Tau ThT inhib: blocks human tau fibril formation measured by thioflavin T; recombinant tau K18 P301L (four-repeat tau fragment), heparin-induced fibrillization, ThT fluorescence; Potency, µM (highest dose often 57.4 µM), without a hit: top-dose activity, negative = inhibition, usual class: inhibitors; 270,000 compounds, 2.1% hits; AID 1460; note: % is set by controls: 0 for no effect and ±100 for the full control effect; nearly all actives have a fitted effect of over 55% in size
# Target sequence (P10636 561-689 P618L limits assumed): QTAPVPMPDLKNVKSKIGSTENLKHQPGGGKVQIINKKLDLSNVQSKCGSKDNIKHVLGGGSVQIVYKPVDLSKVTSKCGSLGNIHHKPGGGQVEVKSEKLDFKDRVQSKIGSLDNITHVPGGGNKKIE
#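 Tau K18 P301L fragment (15 uM unlabeled plus 0.24 uM Alexa 594-labeled) in 100 mM sodium acetate pH 7 with compound, fibrillization induced by 20 uM heparin for 6 hr at 37 C. Thioflavin T (30 uM) added, fluorescence read after 1 hr (ex 450, em 510 nm).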
# L3MBTL1 block: L3MBTL1 (human) inhibition; 230,000 compounds, 0.66% hits; AlphaScreen L3MBTL1–H3K9me1 peptide binding; Potency, µM (titrated, usually from 57.1 µM), inactives show at the highest dose activity, negative = inhibition, actives largely listed as inhibitors; Q9Y468; note: % is set by controls: 0 for no effect and ±100 for the full control effect; nearly all actives have a fitted effect of over 60% in size
#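 Read-out is AlphaScreen signal from streptavidin donor and nickel chelate acceptor beads (10 ug/mL final each) bridging L3MBTL1 (50 nM) and biotinylated K9-monomethylated H3(1-15) peptide (75 nM), after 30 min compound exposure at room temperature.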
# RECQ1 inh: RECQ1 (human) helicase inhibition | P46063 | RECQ1 DNA unwinding, red fluorescence kinetic read | Potency, µM (titrated, usually from 57.3 µM), inactives show at the highest dose activity, negative = inhibition, most hits filed as inhibitors | 240,000 compounds, 0.54% hits | AID 2549;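 note: plate controls were vehicle for no effect and no enzyme for full effect; nearly all actives have a fitted effect of over 30% in size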
# Target sequence (P46063 whole entry, looked up): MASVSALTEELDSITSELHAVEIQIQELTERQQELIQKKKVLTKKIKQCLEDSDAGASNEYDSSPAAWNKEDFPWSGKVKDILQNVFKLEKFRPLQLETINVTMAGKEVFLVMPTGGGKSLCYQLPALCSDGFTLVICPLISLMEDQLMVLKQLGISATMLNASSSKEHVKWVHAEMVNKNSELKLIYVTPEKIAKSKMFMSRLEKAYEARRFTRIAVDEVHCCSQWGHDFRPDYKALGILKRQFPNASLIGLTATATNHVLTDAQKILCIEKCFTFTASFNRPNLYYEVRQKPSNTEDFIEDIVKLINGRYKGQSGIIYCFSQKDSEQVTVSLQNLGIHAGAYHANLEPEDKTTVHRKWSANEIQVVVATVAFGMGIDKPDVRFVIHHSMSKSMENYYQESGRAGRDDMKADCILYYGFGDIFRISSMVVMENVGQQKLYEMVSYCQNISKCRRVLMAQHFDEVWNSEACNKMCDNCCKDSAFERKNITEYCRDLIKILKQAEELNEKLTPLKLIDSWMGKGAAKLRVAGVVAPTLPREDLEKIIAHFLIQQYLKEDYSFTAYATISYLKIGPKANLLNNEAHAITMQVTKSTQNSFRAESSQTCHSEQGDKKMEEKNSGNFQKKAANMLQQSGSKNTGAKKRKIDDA
#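 50 nM RECQ1T1 preincubated 15 min with compound in Tris pH 8.0 buffer with MgCl2, DTT, Tween-20 and 2.5 ug/ml poly(dI-dC); started with 200 nM TAMRA/BHQ-2 forked duplex and 2 mM ATP. Unwinding read as fluorescence (525/598 nm), two reads 2 h apart.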
# LMNA splice mod: modulators of lamin A splicing; HeLa LMNA splicing GFP/RFP minigene ratio, 48 h; Potency, µM (doses to about 46.1 µM), for inactives: at the highest dose ratio change, negative = inhibition, hits mostly inhibitors; 200,000 compounds, 0.01% hits; AID 1487; active = well fitted inhibition curve with a large enough effect in the signal ratio, with a control signal flat, not every such curve was filed as active; inconclusive = small, poorly fitted or top-dose-only effect, or effect the other way, or a change in a side signal; the % refers to the signal ratio; note: % is set by controls: 0 for no effect and ±100 for the full control effect
#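 S3 HeLa stable clones carrying a lamin A-EGFP splicing minigene plus DsRed2 were seeded at 600 cells/well in Opti-MEM with 2% FBS, pin-dosed and incubated 48 h at 37°C. Acumen cytometry (488 nm) gave the GFP/RFP total-intensity ratio.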
# KinaseGlo FLuc: Kinase-Glo luciferase inhibition (counter-screen); 200,000 compounds, 0.28% hits; Kinase-Glo luciferase, ATP luminescence, 8 min; Potency, µM (top dose mostly 38.3 µM), for the others: top-dose activity change, negative = inhibition, hits mostly inhibitors; AID 1379; Q27757; note: % is set by controls: 0 for no effect and ±100 for the full control effect; nearly all actives have a fitted effect of over 60% in size
#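 Kinase-Glo luciferase light output from ATP and luciferin was measured with 10 uM ATP, within the enzyme's linear range. Buffer: 50 mM imidazole pH 7.2, 50 mM KCl, 7 mM MgCl2, 0.01% Tween 20, 0.05% BSA; luminescence read after 8 min at ambient temperature.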
# KDM4E inh: inhibitors of human JMJD2E histone demethylase | B2RXH2 | JMJD2E catalytic domain, FDH-coupled NADH fluorescence (FDH is formaldehyde dehydrogenase) | Potency, µM (series often up to 57.1 µM), without a hit: at the highest dose activity change, negative = inhibition, usual class: inhibitors | 230,000 compounds, 1.6% hits; active = well fitted inhibition curve with a large enough effect, not every such curve was filed as active; inconclusive = small, poorly fitted or top-dose-only effect, or another doubt; inactive = no such curve, though single readings can be large or run the other way;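 note: 0% = wells with enzyme and -100% = buffer wells without enzyme; nearly all actives have a fitted effect of over 50% in size; many of its hits are not listed in these tables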
# ALDH1A1 block: inhibitors of human aldehyde dehydrogenase 1A1; 220,000 compounds, 7.3% hits; P00352; AID 1030; Potency, µM (series often up to 75.3 µM), for inactives: at the highest dose activity, negative = inhibition, usual class: inhibitors; Purified ALDH1A1, NADH fluorescence, propionaldehyde substrate; active = well fitted inhibition curve with a large enough effect, not every such curve was filed as active; inconclusive = small, poorly fitted or top-dose-only effect, or another doubt; inactive = no such curve, though single readings can be large or run the other way;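 note: plate controls were no enzyme wells and a reference inhibitor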
# Active calls of the source: *; i = inactive; ? = inconclusive; · = not tested or not shown; & = joins results of further samples; [ ] = another dose, or the depositor's remark. Unless noted, calls come from the whole dose curve; as a rule, active = well fitted curve in the direction sought with a large enough effect; inconclusive = small, poorly fitted or top-dose-only effect, or another doubt; inactive = no such curve, though single readings can be large; an effect the other way counts as inactive or inconclusive. Potency is the fitted concentration of half-maximal effect.
# Preview:
SMILES,SMN2 splice up,Tau ThT inhib,L3MBTL1 block,RECQ1 inh,LMNA splice mod,KinaseGlo FLuc,KDM4E inh,ALDH1A1 block
CC(C)CCNC(=O)CN(C)S(=O)(=O)c1cccc2nsnc12,-8%,-12%,5%,5%,7%,-5%,4%,7%
COCC(=O)N1CCC[C@@]2(CCN(Cc3nccs3)C2)C1,-4%,·,·,-9%,·,0%,·,5%

# The list itself, repeating the preview:
SMILES,SMN2 splice up,Tau ThT inhib,L3MBTL1 block,RECQ1 inh,LMNA splice mod,KinaseGlo FLuc,KDM4E inh,ALDH1A1 block
CC(C)CCNC(=O)CN(C)S(=O)(=O)c1cccc2nsnc12,-8%,-12%,5%,5%,7%,-5%,4%,7%
COCC(=O)N1CCC[C@@]2(CCN(Cc3nccs3)C2)C1,-4%,·,·,-9%,·,0%,·,5%
O=C(NC(=S)Nc1cc(C(F)(F)F)ccc1N1CCOCC1)c1ccc(-c2cccc(Cl)c2)o1,-4%,-6%,5%,-8%,-8%,-1%,-7%,-8%
COc1c(F)c(F)c(C(=O)Nc2c(C)cc(Br)cc2C)c(F)c1F,-2%,3%,16%,i,·,1%,-4%,8%
COC(=O)[C@@]1(Cc2ccc(OC)cc2)[C@H]2c3cc(C(=O)N(C)C)n(Cc4ccc(O)c(OC)c4)c3C[C@H]2CN1C(=O)c1ccccc1,-10%,-12%,·,-9%,·,-4%,?,-8%
COCCNC(=O)c1ccccc1NC(=O)c1ccc(OC)c(OC)c1,8%,-2%,-6%,-11%,-6%,-3%,0%,-3%
C#CCOc1c(Cl)cc(/C=N/O)cc1OC,-14%,-2%,3%,i,6%,1%,8%,4%
Cc1ccc2nc(SCC(=O)Nc3ccccc3N3CCOCC3)c(C#N)cc2c1,-11%,12%,35%[activator],0%,-5%,-6%,3%,-1%
O=C(CCCCCN1C(=O)c2ccccc2C1=O)Oc1ccc2c3c(c(=O)oc2c1)CCC3,-25%,5%,-7%,-9%,?,-1%,5%,?
O=C(C1CCN(S(=O)(=O)c2cccc3nsnc23)CC1)N1CC=C(c2ccccc2)CC1,-38%[inhibitor],?,-3%,i,-5%,-1%,-18%,?
O=C(CCC(=O)NNC(=O)COc1ccc(Br)cc1)NCc1ccccc1,10%,-3%,-1%,i,4%[46 µM],-3%,4%,-8%
CCOc1cccc(NC(=O)C2CCCN(S(=O)(=O)c3ccc(OC)cc3)C2)c1 (stereo unspecified),4%,-11%,-6%,-20%,?,1%,-1%,?
Cc1oc(C(=O)Nc2ccc(O)cc2)cc1COc1ccccc1,?,?,31%[activator][11.4 µM],-2%,-10%,2%,2%,-4%
O=C(Nc1cccnc1)Nc1ccc2c(c1)OCO2,?,-16%,·,i,-11%,?,-1%,5%
O=C(Cn1c(=O)oc2ccccc21)NC(=O)NCc1ccccc1,-8%,-8%,7%,i,16%,-1%,5%,-13%
Nc1nonc1-c1nc2ccccc2n1CCC(=O)O,-11%,-12%,2%,0%,-3%,-2%,-22%,4%
O=C(Nc1ccc2c(c1)CCC2)c1cc(S(=O)(=O)N2CCN(c3ccccc3)CC2)ccc1Cl,-18%,-9%,·,-18%,-11%,-4%,-1%,3%
CCC(=O)N1c2ccc(S(=O)(=O)CCC(=O)N3CCn4c3nc3ccccc34)cc2CC1C (stereo unspecified),0%,1%,0%,-2%,?,4%,0%,3%
COc1cc(C)ccc1OCCOCCOc1ccc(C)cc1[N+](=O)[O-],-7%,?,6%,-13%,?,2%,-5%,?
O=C(c1cc([N+](=O)[O-])cc([N+](=O)[O-])c1)N(Cc1nnc(-c2ccccc2Cl)o1)C1CC1,-7%,-7%,-7%,7%,-10%[46 µM],-1%,-6%,?
CC1Oc2ccccc2C=C1C1/C(=C(/O)c2ccccc2)C(=O)C(=O)N1CCCN(C)C (stereo unspecified),-1%,-10%,-2%,-3%,-3%,-9%,-10%,-10%
Cc1ccc(S(=O)(=O)NCC2CCC(C(=O)NCc3cccs3)CC2)cc1 (stereo unspecified),-18%,-3%,·,i,·,0%,5%,0.79µM*
c1nc(NC2CCCCC2)c2[nH]cnc2n1,5%,9%,-4%,-2%,?,0%,11%,6%
CC(C)(C)c1ccc(C(=O)NNC(=O)c2ccccc2Br)cc1,9%,-8%,5%,-3%,-1%,1%,-2%,3%
NCCCC(N)CC(=O)NCC1NC(=O)C(CO)NC(=O)C(N)CNC(=O)C(C2CCN=C(N)N2)NC(=O)/C(=C\NC(N)=O)NC1=O (stereo unspecified),-8%,3%,·,i,·,-5%,4%,1%
CCOc1cc(CNc2ncn[nH]2)ccc1OCC(=O)NC(C)(C)C,·,-9%,16%,2%,?,-4%,9%,6%
CCn1c(-c2ccccc2Cl)nn(CC(=O)NCCc2ccccc2)c1=S,-7%,-6%,-6%,-3%,?,-3%,-1%,10%
COc1ccc(S(=O)(=O)NC(CCSC)C(=O)NC2CCCCC2)cc1 (stereo unspecified),-10%,8%,0%,-1%,·,1%,-5%,?
Cc1ccccc1OCCNC(=O)c1ccc2ccccc2n1,22µM*,?,17%,-17%,-1%,-1%,-6%,5%
Cc1nn2c(NCCCN(C)C)c3c(nc2c1-c1ccccc1)CCCC3,·,-13%,-20%,-10%,·,·,2%,·
c1ccc(-c2c3ccccc3nc3[nH]c4ccccc4c23)cc1,-19%&-26%,-5%&-5%,19%,-8%&-9%,?,13%&-5%,?,?
O=c1nc(N(c2ccccc2)c2ccccc2)[nH]c(=O)[nH]1,5%,-3%,8%[11.4 µM],-3%,4%,0%,-5%,6%
CCOC(=O)C1=C(N)Oc2c(oc(CO)cc2=O)C1c1c(F)cccc1Cl (stereo unspecified),?,-11%,·,0%,2%,-1%,7%,2%
O=C(N/N=C/c1ccccc1C(=O)O)c1ccccc1Br,10%,-1%,6%,-1%,·,2%,-26%,9%
CCCC(=O)N1CCN(c2ccc([N+](=O)[O-])cc2Cl)CC1,-9%,?,-6%,0%,?,0%,-1%,?
CCn1c(C)nc2cc(C(=O)NNC(=O)c3ccc(Cl)nc3)ccc21,-11%,-3%,·,1%,-1%[9.22 µM],0%,1%,9%
Cc1ccc(C(=O)N2CCN(c3ccc(C(F)(F)F)cn3)CC2)c(C)c1,-37%[inhibitor],-14%,·,i,?,-4%,?,-15%
O=S(=O)(NCCc1ccncc1)c1ccccc1,14%,-5%,8%,i,-5%,4%,10%,-7%
COCCNC(=O)c1ccccc1NC(=O)Cc1ccccc1[N+](=O)[O-],·,-4%,13%,21%,·,·,8%,?
COc1cc(CNCC(O)c2ccccc2)ccc1OCc1ccc(Cl)nc1 (stereo unspecified),-14%,-9%,·,12%,1%,-5%,2%,-14%
CN(C)Cc1cccc([N+](=O)[O-])c1O,·,-8%,1%,-4%,·,·,2%,·
O=C(Cc1n[nH]c(=O)c2ccccc12)NCc1ccccn1,4%,5%,·,i,3%,-2%,0%,-4%
COc1ccc(OCC(=O)Nc2ccccc2-c2ccccc2)cc1,·,3%,-8%,29%,-22%[46 µM],-4%,13%,6%
O=C1c2cccnc2C(=O)N1Cc1cccs1,2%,-3%,-15%,-1%,3%,-4%,3%,?
Cc1ccc(S(=O)(=O)N2CCN(S(=O)(=O)N3CCOCC3)CC2)cc1C,-26%,1%,·,-10%,8%,17%,3%,9%
O=C(Nc1cccc(C(F)(F)F)c1)Oc1ccc(Cl)c2cccnc12,·,-15%,25µM*,i,·,·,?,-2%
COc1ccc(CNC(=O)/C(C#N)=C2\N=C(NC(=O)c3cccs3)c3ccccc32)cc1,-16%,-17%,-11%,0%,-12%,3%,-6%,?
CCOC(=O)c1oc2ccccc2c1CSc1nnnn1-c1ccccc1,-13%,-8%,8%,i,10%,-4%,-2%,6.3µM*
C=CCn1c(SCc2c(C)noc2C)nc2sc3c(c2c1=O)CCCCC3,·,2%,12%[11.4 µM],i,?,0%,0%,-1%
COc1cccc(OCCOc2ccccc2OC(C)C)c1,-12%,-20%,·,-4%,2%,1%,3%,0%
O=C1CN(c2ccccc2)C(=O)N1,·,-5%,-4%,-7%,·,·,-5%,·
Cc1cc(C(=O)OCC(=O)N(C)c2ccccc2)ccc1[N+](=O)[O-],-7%,-4%,-3%,0%,·,0%,-7%,3%
CCCCNc1nc(C)nc2c1nc(-c1ccccc1)n2CC(C)(C)CN(C)C,-5%,-1%,·,-6%,·,-2%,?,?
CCN(CC)c1ncnc2c1sc1nc(C)cc(C)c12,-13%,-5%,13%,-6%,?,-1%,?,?
CC(C)C[C@@H](CC(=O)N[C@@H](CCCN)CC(=O)N[C@@H]1CCCC[C@H]1C(=O)N[C@H](CC(=O)N[C@@H](CCC(=O)O)CC(=O)O)Cc1ccccc1)NC(=O)[C@@H]1CCCC[C@H]1N,-1%,-12%,·,-2%,·,4%,-3%,-12%
CCCCNC(=O)C(c1ccc(-c2ccccc2)cc1)N(CCN1CCOCC1)C(=O)CCCCCN1C(=O)NC(c2ccc([N+](=O)[O-])cc2)C(C(=O)OCc2ccccc2)=C1C (stereo unspecified),-16%&19%,-10%&-16%,-13%,-7%,-3%,1%&-7%,-3%&-20%,?
COc1cc(C2SCCS2)cc(Br)c1Oc1ncccc1[N+](=O)[O-],·,?,-2%,-22%,·,·,-15%,?
COC(=O)CN1C(=O)C(C)=C(c2ccc(C)cc2)S1(=O)=O,?,7%,-2%,-2%,4%,-3%,?,?
C=CCNc1nc(Nc2ccc(OC)cc2)nc(OCC)n1,5%,-18%,·,-6%,0%,-4%,6%,-5%
Nc1csnc1C(=O)O,-7%,-6%,5%,i,-3%,14%,-8%,3%

# Not all compounds are listed; count on the stated rates, not on these rows.
